S100A4 inh HTS – inhibitors of S100A4-myosin IIA peptide binding, primary screen, biochemical, fluorescence polarization, TAMRA-MyoIIA peptide; inhibition, % at 10.7 µM; 360,000 tested, 0.14% active; Protein S100-A4 (Homo sapiens), P26447; AID 652163, 2013;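 active means mean inhibition of at least 70% across replicates, with every replicate also reaching that level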
Target sequence (P26447 whole entry, looked up): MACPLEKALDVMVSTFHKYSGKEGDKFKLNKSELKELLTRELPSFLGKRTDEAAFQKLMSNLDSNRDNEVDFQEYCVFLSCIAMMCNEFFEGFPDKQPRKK
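incubation = readout 5 min after mixing, signal stable up to 60 min | system = S100A4 monomer protein | buffer or medium = HEPES pH 7.2 with CaCl2, KCl, NaCl, DTT, Triton | benchmarks = neutral control DMSO, positive control TFP | also added = fluorescent myosin IIA peptide, 5 nM | compound dosing = one concentration per compound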
LGR2 inh – inhibitors of bursicon-induced LGR2 CRE-luciferase signal, primary screen, cell-based, HEK293, CRE-luciferase reporter, bursicon stimulation | AID 720647, 2013 | bursicon-stimulated, 4 h | inhibition, % at 9.99 µM | 380,000 tested, 0.35% active;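 active means drop in luminescence signal, shown as inhibition above about 50% in the replicate tests, limit read from the data, passing the limit was not always enough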;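 further: agonist challenge used bursicon conditioned medium at about half maximal strength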
C2C12 statin – suppressors of statin myotoxicity in C2C12 myotubes, primary screen, cell-based, single point, plate reader; C2C12 myotubes + simvastatin, ATP luminescence, 48 h; scaled: DMSO 0, geranylgeraniol control 100; rescue of ATP level, % at 7.49 µM; 330,000 tested, 0.78% active;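 active means mean ATP rescue above about 67%, or every replicate alone reaching that limit, limit read from the data, passing the limit was not always enough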;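 further: myotubes were challenged with 10 µM simvastatin during compound exposure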
XiGFP reactiv – activators of inactive X chromosome reactivation, primary screen, imaging, XiGFP fibroblasts, GFP high-content imaging, set 2. 360,000 tested, 0.055% active. AID 743238, 2013. activation, % at 7.58 µM. XiGFP mouse fibroblasts, % GFP-positive cells imaging, 3 d; cells co-treated with 5-aza-dC sensitizer; scaled so ellipticine positive control = 100%;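 active means mean normalized replicate activation at least 10% and every replicate at or above 10%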;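 further: 0% = median of on-plate neutral control wells and 100% = ellipticine 6 µM median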
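Assay system: SV40-immortalized XiGFP fibroblast cells, line 68-5-11; buffer or medium: DMEM plus 5-aza-dC sensitizer; compound: one concentration, pinned; timing: compounds 3 days, fix/stain 15 min at room temperature; benchmarks: positive control ellipticine, 6 µM final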
Cneo AK release – Cryptococcus neoformans cell lysis inducers, primary screen, AK release luminescence, single concentration | lysis activity, % at 15 µM | 360,000 tested, 0.2% active | C. neoformans lysis, adenylate kinase release luminescence, 4 h; normalised: neutral wells 0, clomiphene wells 100;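 active means mean lysis activity across replicates of at least 80%, whatever share of replicates individually reach that level; inactive means mean lysis activity below 80%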
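Schedule: static 4 h at 37 °C with compound, 1 h detection; system: C. neoformans cells; benchmarks: Clomiphene as positive control; buffer or medium: fresh YPD medium; measure: luminescence rise reflecting yeast cell lysis; measured by: luminescent adenylate kinase detection reagent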
ERAP1 inh – human ERAP1 aminopeptidase inhibitors, primary screen, biochemical, single point, plate reader; 340,000 tested, 0.15% active; inhibition, % at 10.7 µM; recombinant ERAP1, Leu-AMC fluorescence, 60 min; Endoplasmic reticulum aminopeptidase 1 (Homo sapiens), Q9NZ08;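 active means mean replicate inhibition of at least 30%, or all replicates individually reaching that 30% level; inactive means mean below 30% and not every replicate reaching it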;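 further: 0% = neutral control wells and 100% = L-leucinethiol positive control wells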
Target sequence (Q9NZ08 whole entry, looked up): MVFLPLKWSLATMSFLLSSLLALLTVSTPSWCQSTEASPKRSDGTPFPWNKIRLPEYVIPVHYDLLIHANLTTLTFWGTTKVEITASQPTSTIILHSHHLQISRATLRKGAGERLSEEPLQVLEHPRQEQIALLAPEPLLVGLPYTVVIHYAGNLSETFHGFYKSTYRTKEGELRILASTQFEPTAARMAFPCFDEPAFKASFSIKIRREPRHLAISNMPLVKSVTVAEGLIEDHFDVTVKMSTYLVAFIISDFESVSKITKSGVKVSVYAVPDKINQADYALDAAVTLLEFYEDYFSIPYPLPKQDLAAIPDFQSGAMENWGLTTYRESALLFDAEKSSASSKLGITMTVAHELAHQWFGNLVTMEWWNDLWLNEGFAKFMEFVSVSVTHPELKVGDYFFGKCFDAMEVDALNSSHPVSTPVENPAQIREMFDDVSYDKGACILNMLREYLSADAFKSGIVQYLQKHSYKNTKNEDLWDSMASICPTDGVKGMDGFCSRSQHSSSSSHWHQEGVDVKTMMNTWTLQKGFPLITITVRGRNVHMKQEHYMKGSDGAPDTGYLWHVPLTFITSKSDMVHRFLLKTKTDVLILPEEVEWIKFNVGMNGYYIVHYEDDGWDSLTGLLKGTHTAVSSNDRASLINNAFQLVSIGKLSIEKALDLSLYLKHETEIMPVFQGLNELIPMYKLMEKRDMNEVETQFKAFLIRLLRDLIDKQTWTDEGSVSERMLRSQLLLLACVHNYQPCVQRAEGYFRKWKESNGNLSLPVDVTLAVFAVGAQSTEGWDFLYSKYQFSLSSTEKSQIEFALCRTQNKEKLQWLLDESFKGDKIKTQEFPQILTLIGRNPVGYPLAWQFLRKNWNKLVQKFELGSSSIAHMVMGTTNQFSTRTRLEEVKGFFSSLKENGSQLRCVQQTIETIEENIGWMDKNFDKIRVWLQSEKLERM
PGC1a acetyl inh – inhibitors of PGC1a acetylation signal, primary screen, cell-based, U2OS, AlphaScreen, inhibitor mode; AlphaScreen anti-acetyl-lysine; with virally co-expressed GCN5 acetyltransferase; inhibition, % at 15.6 µM; 350,000 tested, 0.17% active;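 active means every replicate shows inhibition of at least 40%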;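 further: 0% = neutral control wells and 100% = positive control wells; some results beyond the cut were filed as inactive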
SIRT5 inh – SIRT5 desuccinylase inhibitors, primary screen, biochemical, fluorescence imaging, single point, set 5 | inhibition, % at 15 µM | AID 652115, 2013 | 330,000 tested, 1.1% active | NAD-dependent protein deacylase sirtuin-5, mitochondrial (Homo sapiens), Q9NXA8 | Purified SirT5, succinyl-peptide AMC, trypsin-coupled fluorescence; in the data active means inhibition above about 15%
* marks the source's active call; other numbers are inactive results; . = no result given. These rows are one share of the data; the hit share may differ from the screen's.

SMILES	S100A4 inh HTS	LGR2 inh	C2C12 statin	XiGFP reactiv	Cneo AK release	ERAP1 inh	PGC1a acetyl inh	SIRT5 inh
COc1ccc(N2CC(C(=O)N3CCCC(C)C3)CC2=O)cc1 (stereo not drawn)	8	-15	-1	0.0	1	-1	1	-4
Fc1ccccc1-c1n[nH]c(=S)n1C1CC1	3	2	-1	0.1	0	-2	.	1
CC1CC2=C(CC1/C=N/NC(N)=S)C(C)(C)CCC2 (stereo not drawn)	5	13	-332	.	-1	6	3	-2
CN(C)C(=O)c1ccc(-c2ccc3c(c2)[C@H]2[C@H](CCN2C(=O)C2CC2)[C@H](CO)N3C)cc1	-2	1	6	0.1	-3	0	-2	-2
COc1ccc(CN2CC[C@H]3C=CC[C@@H](C(=O)Nc4ccc(Cl)c(C(F)(F)F)c4)[C@H]3C2=O)cc1OC	-1	2	11	-0.3	1	1	.	.
COc1ccc(C(=O)Nc2cccc(NC(=O)c3ccc(OC)c(OC)c3)n2)cc1OC	0	19	1	0.3	-2	-3	61*	-1
COc1cc(OC)cc(C(=O)NN2CCCCC2)c1	.	8	14	.	0	.	-1	.
COc1ccc(NC(=O)c2ccc(-c3ccc([N+](=O)[O-])cc3)o2)cc1	-9	-5	1	.	2	.	-5	-1
CCOC(=O)C1(Cc2cccc(OC)c2)CCCN(Cc2cnn(C)c2)C1 (stereo not drawn)	-10	-8	.	0.7	.	-2	.	0
CN1C(C(=O)Nc2ccc(OC(F)(F)F)cc2)=CC(c2ccc3c(c2)OCO3)=NS1(=O)=O	-1	-2	12	0.2	2	-1	17	2
O=C(c1ccc(Cl)s1)N1CCN(c2ccccc2)CC1	-7	-37	9	0.1	4	.	-5	.
COc1ccc2c3c(n(C)c2c1)[C@@H](CO)N(C(C)=O)CC31CCN(C(=O)Nc2ccccc2F)CC1	16	-6	.	0.1	.	.	1	-1
Cc1ccccc1C(=O)N(C)c1ccccc1C(=O)NCc1ccccc1	-1	10	.	0.3	1	0	0	3
COCCN(C(=O)COC(=O)C1(c2ccccc2)CC1)c1c(N)n(CC(C)C)c(=O)[nH]c1=O	42	7	8	0.2	2	-4	-4	-1
C[C@@H]1CN([C@H](C)CO)C(=O)c2cc(C#Cc3ccccc3)cnc2O[C@@H]1CN(C)Cc1ccccn1	-1	5	-10	-1.3	-3	-1	-3	-1
Nc1c(C=C2C=CC(=O)C=C2)c(=O)nc2snc(SCc3ccccc3)n12	-1	-23	-4	-0.3	-4	-1	2	3
OCCNc1ncnc2c1nnn2Cc1ccccc1	1	9	5	0.0	2	1	-9	3
COCCn1c(C)cc(C(=O)COC(=O)c2[nH]c(C)c(C(C)=O)c2C)c1C	-9	-14	7	0.0	1	2	-11	2
Nc1n[nH]c(CCCO)n1	.	2	16	2.5	-2	.	5	.
O=C(CSc1nncs1)Nc1ccc2[nH]c(=O)[nH]c2c1	0	1	7	-0.1	0	-5	.	7
CCCS(=O)(=O)NC(=O)C1(C)CCN(C(=O)c2ccc(SC(F)(F)F)cc2)C1 (stereo not drawn)	2	-21	-4	-0.1	0	4	3	0
Cc1cc2[nH]c(=O)c(=O)[nH]c2cc1S(=O)(=O)NCc1ccccc1	0	-8	17	0.0	0	-1	-5	-9
NCC[C@@H]1CC[C@@H](NC(=O)C2CCC2)[C@@H](CO)O1	-3	-3	10	-0.9	54	1	3	8
Cn1c(SCc2nnc3n2CCCCC3)nc2ccccc21	.	-5	-10	.	-3	.	-8	.
C[C@@]12C(=O)Nc3cc(F)ccc3C(=O)N1[C@H]1c3cc(Br)ccc3OC[C@@H]1[C@@H]2c1ccccc1	0	-2	-20	0.1	-1	0	-12	.
COc1ccc(NC(=O)C2(C)Cc3c(-c4ccc(N(C)C)cc4)ccnc3O2)cc1 (stereo not drawn)	0	5	-7	2.7	0	3	.	-2
O=C(Cc1cccc(C(F)(F)F)c1)NCc1cccnc1	-1	6	-5	-0.1	9	2	.	-2
CC(C(=O)OCC(=O)NC1CCCCC1)N1C(=O)c2ccccc2C1=O (stereo not drawn)	1	1	2	-0.5	0	0	23	-2
O=S(=O)(Nc1cccc(CO)c1)c1cccs1	1	24	.	0.3	0	1	8	0
COc1ccc(S(=O)(=O)N2CCCOC2CNC(=O)C(=O)NCCc2ccco2)cc1OC (stereo not drawn)	20	5	-3	0.4	-1	5	.	0
Cc1ccc(N(CC(=O)NC(C)C)C(=O)CCC(=O)Nc2ccccn2)c(C)c1	0	15	-1	0.1	2	-1	-2	.
COc1ccc(CCNC(=O)CN2c3cccc4cccc(c34)S2(=O)=O)cc1	-3	14	2	0.4	6	2	-1	-8
C[C@H]1CN([C@@H](C)CO)C(=O)c2cc(NC(=O)c3ccncc3)ccc2O[C@H]1CN(C)Cc1ccc2c(c1)OCO2	.	13	4	0.3	.	.	4	10
COc1ccc(C(=O)NCc2ccccn2)cc1[N+](=O)[O-]	-1	4	.	-0.1	.	3	.	5
COc1ccccc1C(=O)NC1CC(C)(C)NC(C)(C)C1	0	-7	6	0.4	-2	1	-1	-1
CC=Cc1ccc2n(c1=O)C[C@@H]1[C@@H](CO)[C@H](C(=O)NCCC)N(C(=O)c3cccnc3)[C@H]21 (mixture of isomers)	5	0	.	0.1	.	-1	5	2
CCOC(=O)c1ccc(N2C(=O)[C@@H](c3ccccc3)[C@H]2c2ccccc2)cc1	-1	9	-8	0.0	7	3	8	-4
NNC(=O)CCN1CCN(C(c2ccccc2)c2ccccc2)CC1	3	14	.	0.0	.	-4	-10	-2
CS(=O)(=O)c1ccc(NCCc2ccc(S(N)(=O)=O)cc2)c([N+](=O)[O-])c1	-1	-8	-3	0.0	-4	0	8	-1
C[C@@H]1CN([C@H](C)CO)C(=O)CCCn2nncc2CO[C@@H]1CN(C)Cc1ccc(Cl)c(Cl)c1	4	8	21	-0.1	4	2	0	-9
CCCN(CCC)C(=O)C1CC(=O)OC12CCOC(C)(C)C2 (stereo not drawn)	.	3	.	0.3	2	.	-3	.
COc1ccc(C(C)=NNS(=O)(=O)c2ccc(C)cc2)cc1OC	-2	-27	6	0.1	0	1	16	7
CCn1c(SCC(=O)Nc2ccc3c(c2)OCO3)nc2c(c1=O)SC(C)C2 (stereo not drawn)	-2	2	-8	0.9	1	-6	5	1
COc1ccc(C2/C=C\CN(S(=O)(=O)c3cccc4cccnc34)CC(=O)N2Cc2ccc(F)cc2)cc1 (stereo not drawn)	91*	-1	12	-0.1	1	.	-3	.
CCOC(=O)C1(O)CC(C)=NN1C(=O)c1cccc(Cl)c1 (stereo not drawn)	.	-24	.	0.1	1	.	-6	.
CCN(Cc1ccc2c(c1)OCCO2)C(=O)CN1C(=O)NC2(CCCCC2)C1=O	6	5	-6	0.3	1	1	-10	-1
CCn1c(SCc2ccccc2)nc2c(c1=O)SCC2	-2	4	.	0.1	.	-3	3	0
O=C(Cc1nc(-c2cnccn2)no1)NNC(=O)Nc1ccccc1	-2	.	-1	1.7	.	-3	.	-2
CN1CCC[C@H]1CCNC(=O)c1c(-c2ccsc2)sc2ccccc12	4	-12	-85	0.2	1	0	-1	.
Cc1ccc2nc(CSc3nnc(-c4ccncc4)n3C)cc(=O)n2c1	0	-5	.	-0.1	.	-3	3	9
CCCC(=O)Nc1ccc2c(c1)OC[C@H](C)N(C(=O)CC)C[C@H](C)[C@H](OC)CN(C)C2=O	15	1	12	0.3	-1	-2	9	-5
CCOC(=O)Cc1cc(=O)n2[nH]c(C)c(-c3ccc(Cl)cc3)c2n1	-53	0	18	.	1	0	2	0
COC(=O)C[C@@H]1C[C@@H]2c3cc(NS(C)(=O)=O)ccc3O[C@@H]2[C@@H](CO)O1	-6	-7	0	0.0	18	-1	0	-8
COc1cc2c(cc1OC)C(O)=CC(=O)C2=O	4	2	-9	0.0	0	-2	6	2
COc1ccc(NC(=O)CCSc2ccc(C)cc2)cc1	-9	-12	.	0.3	.	11	.	-1
O=[N+]([O-])c1ccc(Nc2ccc3ccccc3c2)nc1	0	-63	-22	.	-8	1	-3	0
COc1ccc(CN2C[C@@H](C)[C@@H](OC)CN(C)C(=O)c3cc(NC(=O)c4nc5ccccc5s4)ccc3OC[C@H]2C)cc1	-8	8	27	-0.1	2	0	-17	.
CCOc1ccc(CC(=NCCO)C2=C(O)CC(C)(C)CC2=O)cc1OCC	-2	-10	.	0.5	.	4	.	-2
COc1ccc2c3c([nH]c2c1)[C@H](CO)N(Cc1ccc2c(c1)OCO2)CC31CCN(C(=O)Nc2c(C)noc2C)CC1	-59	3	.	0.0	.	-7	-17	2
CO[C@@H]1CN(C)C(=O)c2cc(NC(=O)C3CC3)ccc2OC[C@@H](C)N(Cc2nccs2)C[C@@H]1C	7	-7	0	0.0	3	0	-9	0

One compound at a time, from the list above. Order of values: S100A4 inh HTS	LGR2 inh	C2C12 statin	XiGFP reactiv	Cneo AK release	ERAP1 inh	PGC1a acetyl inh	SIRT5 inh
CCN(Cc1ccc2c(c1)OCCO2)C(=O)CN1C(=O)NC2(CCCCC2)C1=O as listed: 6	5	-6	0.3	1	1	-10	-1
COc1ccc(CN2C[C@@H](C)[C@@H](OC)CN(C)C(=O)c3cc(NC(=O)c4nc5ccccc5s4)ccc3OC[C@H]2C)cc1 as listed: -8	8	27	-0.1	2	0	-17	.
Cc1ccc2nc(CSc3nnc(-c4ccncc4)n3C)cc(=O)n2c1 as listed: 0	-5	.	-0.1	.	-3	3	9
COc1ccc(C(C)=NNS(=O)(=O)c2ccc(C)cc2)cc1OC as listed: -2	-27	6	0.1	0	1	16	7
CCCC(=O)Nc1ccc2c(c1)OC[C@H](C)N(C(=O)CC)C[C@H](C)[C@H](OC)CN(C)C2=O as listed: 15	1	12	0.3	-1	-2	9	-5

Continuation.
SMILES	S100A4 inh HTS	LGR2 inh	C2C12 statin	XiGFP reactiv	Cneo AK release	ERAP1 inh	PGC1a acetyl inh	SIRT5 inh
CN1C(=O)/C(=C/c2ccc(O)c([N+](=O)[O-])c2)N(C)C1=S	3	0	.	0.0	.	0	.	.
O=C(NCC(c1ccco1)N1CCCCC1)c1cnc(Cl)c(Cl)c1 (stereo not drawn)	-1	-6	-3	0.1	3	5	-4	-8
Nc1nc(-c2nonc2N)no1	0	-5	.	-0.1	.	-1	.	-2
CC(C)(O)C#Cc1ccc(C(=O)N2CCN(c3ccc(Cl)cc3)CC2)cc1	13	.	.	0.0	.	1	18	2
O=C(C[C@@H]1C[C@@H]2c3cc(NC(=O)Nc4ccccc4)ccc3O[C@@H]2[C@H](CO)O1)NCc1cccc(F)c1	4	0	2	0.0	-7	-2	-17	-2

Assay outcomes from PubChem BioAssay.
